INS-1E rescue = INS-1E beta cell protection from cytokine death. INS-1E cytokine-induced death, ATP luminescence, 48 h; normalised: neutral wells 0, positive control 100. protection from cytokine-induced ATP loss, % at 10 µM. 0.1% of 20,000 active;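 active = mean replicate protection from cytokine-induced ATP loss at least 50% and at least 75% of replicates each reaching 50%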
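Assay system: INS-1E rat cells / Quantity: 8000 cells per well / Medium: RPMI without phenol red, 5% FBS / Probe or stimulus: three-cytokine cocktail (IFN-γ, TNF-α, IL-1β) / Dosing: one compound concentration, pin transfer / Timing: 48 h co-treatment, 10 min post-lysis read / Technique: CellTiter-Glo luminescence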
T cruzi intra = intracellular Trypanosoma cruzi inhibition. activity score (inhibition), % at 5.01 µM. 4.9% of 22,000 active. intracellular Trypanosoma cruzi in host cells, plate reader. AID 651903; in the data active = activity score above about 55%;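 also: parasites and compound incubated about four days before reading; 0% = median of neutral control wells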
* marks the source's active call; other numbers are inactive results; . = no result given.

SMILES	INS-1E rescue	T cruzi intra
C[C@@H]1CN([C@@H](C)CO)C(=O)c2cc(NC(=O)Cc3cn(C)c4ccccc34)ccc2O[C@H]1CN(C)S(=O)(=O)c1cn(C)cn1	12	-2
C[C@@H]1CN([C@H](C)CO)C(=O)CCCn2nncc2CO[C@H]1CN(C)C(=O)c1ccccc1	.	-19
C[C@@H]1CCCCO[C@@H](CN(C)S(=O)(=O)c2cccs2)[C@@H](C)CN([C@H](C)CO)C(=O)c2cc(NC(=O)CCC(F)(F)F)ccc2O1	0	-23
C[C@@H]1CN([C@H](C)CO)C(=O)c2cc(NC(=O)Nc3ccc(F)cc3)ccc2O[C@@H]1CN(C)S(=O)(=O)c1ccc(F)cc1	1	10
CC(C)NC(=O)N(C)C[C@H]1Oc2ccc(NC(=O)Nc3ccccc3)cc2C(=O)N([C@H](C)CO)C[C@H]1C	3	-20
COc1ccc(S(=O)(=O)N(C)C[C@H]2Oc3ccc(NC(=O)Nc4cccc5ccccc45)cc3C(=O)N([C@H](C)CO)C[C@@H]2C)cc1	-5	-4
Cc1noc(C)c1NC(=O)N(C)C[C@@H]1Oc2ccc(NS(=O)(=O)c3ccccc3)cc2CC(=O)N([C@@H](C)CO)C[C@@H]1C	1	26
CC(C)NC(=O)Nc1ccc2c(c1)CC(=O)N([C@H](C)CO)C[C@@H](C)[C@@H](CN(C)S(=O)(=O)c1cccs1)O2	5	6
C[C@@H]1CN([C@H](C)CO)C(=O)CCCn2cc(nn2)CO[C@H]1CN(C)C	3	-3
COc1ccccc1CN(C)C[C@H]1OCc2cnnn2CCCC(=O)N([C@@H](C)CO)C[C@@H]1C	.	-12
C[C@H](CO)N1C[C@H](C)[C@H](CN(C)C(=O)Nc2ccc(F)cc2)Oc2ccc(NC(=O)Cc3cn(C)c4ccccc34)cc2CC1=O	2	-2
COc1cccc(-c2cnc3c(c2)C(=O)N([C@H](C)CO)C[C@H](C)[C@H](CN(C)C(=O)Nc2ccc(F)cc2)O3)c1	.	-4
Cc1noc(C)c1NC(=O)N(C)C[C@@H]1Oc2c(NC(=O)C3CCCCC3)cccc2C(=O)N([C@H](C)CO)C[C@H]1C	-1	-13
CCCCCCC/C=N/NC(=O)CCCCCCC(=O)Nc1ccccc1O	-1	-3
Cc1noc(C)c1NC(=O)N(C)C[C@@H]1Oc2ccc(NC(=O)NC3CCCCC3)cc2CC(=O)N([C@H](C)CO)C[C@@H]1C	7	-12
C[C@H]1CN([C@@H](C)CO)C(=O)c2cccc(NC(=O)C3CCCCC3)c2O[C@H]1CN(C)Cc1ccc2c(c1)OCO2	-16	-13
C[C@H]1CN([C@@H](C)CO)C(=O)c2cc(NC(=O)CCC(F)(F)F)ccc2O[C@@H]1CN(C)C(=O)Nc1ccccc1	8	-6
C[C@@H]1CN([C@@H](C)CO)C(=O)Cc2cc(NC(=O)Nc3ccc(C(F)(F)F)cc3)ccc2O[C@@H]1CN(C)Cc1ccc(-c2ccccc2)cc1	-2	67*
COc1ccc(NC(=O)N(C)C[C@@H]2Oc3ccc(NC(=O)Nc4ccc(C(F)(F)F)cc4)cc3CC(=O)N([C@@H](C)CO)C[C@@H]2C)cc1	-4	-2
C[C@@H]1CCCCO[C@@H](CN(C)Cc2ccc(C(F)(F)F)cc2)[C@@H](C)CN([C@H](C)CO)C(=O)c2cc(NS(=O)(=O)c3ccccc3)ccc2O1	-46	39
COc1ccc(S(=O)(=O)N(C)C[C@H]2Oc3ccc(NC(=O)Nc4ccc5c(c4)OCO5)cc3CC(=O)N([C@@H](C)CO)C[C@H]2C)cc1	2	-25
C[C@@H]1CN([C@H](C)CO)C(=O)c2cc(NC(=O)Nc3ccc4c(c3)OCO4)ccc2O[C@@H]1CN(C)Cc1ccncc1	2	-13
C[C@H]1CN([C@@H](C)CO)C(=O)c2cccc(NS(=O)(=O)c3ccccc3)c2O[C@H]1CN(C)Cc1ccc(-c2ccccc2)cc1	-30	37
C[C@H]1CN([C@@H](C)CO)C(=O)Cc2cc(NC(=O)NC3CCCCC3)ccc2O[C@H]1CN(C)C(=O)Nc1ccc2c(c1)OCO2	-4	-13
CNC[C@@H]1OCc2cnnn2CCCC(=O)N([C@@H](C)CO)C[C@H]1C	.	0
SMILES	INS-1E rescue	T cruzi intra
C[C@@H]1CN([C@H](C)CO)C(=O)CCCn2nncc2CO[C@@H]1CN(C)C(=O)Nc1ccc(F)cc1	.	-15
C[C@@H]1CN([C@H](C)CO)C(=O)c2cc(NC(=O)CCCCCC(=O)Nc3ccccc3N)ccc2O[C@H]1CN(C)Cc1ccc(-c2ccccc2)cc1	-5	-9
C[C@H]1CN([C@@H](C)CO)C(=O)c2cc(NC(=O)Nc3ccccc3)ccc2O[C@@H]1CN(C)S(=O)(=O)c1ccccc1	0	-3
Cc1ccc(S(=O)(=O)N(C)C[C@@H]2Oc3ccc(NC(=O)c4ccncc4)cc3C(=O)N([C@@H](C)CO)C[C@@H]2C)cc1	.	-10
Cc1noc(C)c1NC(=O)Nc1ccc2c(c1)C(=O)N([C@@H](C)CO)C[C@@H](C)[C@@H](CN(C)S(=O)(=O)c1ccc(Cl)cc1)O2	0	7
C[C@H](CO)N1C[C@H](C)[C@H](CN(C)Cc2ccccc2)Oc2c(NC(=O)c3ccncc3)cccc2C1=O	-1	81*
C[C@H]1CN([C@@H](C)CO)C(=O)CCCn2cc(nn2)CO[C@@H]1CN(C)C(=O)Nc1cccc(C(F)(F)F)c1	.	-1
O=C(CCCCC(=O)N/N=C/c1c(O)ccc2ccccc12)NO	132*	-4
C[C@H]1CN([C@@H](C)CO)C(=O)c2cccc(NC(=O)Nc3cccc4ccccc34)c2O[C@@H]1CN(C)C(=O)Nc1ccccc1	0	45
C[C@@H]1CN([C@@H](C)CO)C(=O)c2cc(NC(=O)Cc3ccccc3)ccc2O[C@H]1CN(C)C(=O)Nc1ccc(F)cc1	3	11
C[C@H]1CN([C@@H](C)CO)C(=O)Cc2cc(NC(=O)Nc3ccccc3)ccc2O[C@@H]1CN(C)S(=O)(=O)c1cccs1	5	-9
Cc1noc(C)c1NC(=O)N(C)C[C@@H]1Oc2ccc(NC(=O)Nc3ccc(F)cc3)cc2C(=O)N([C@H](C)CO)C[C@@H]1C	-2	-30
C[C@@H]1CN([C@@H](C)CO)C(=O)Cc2cc(NC(=O)C3CCCCC3)ccc2O[C@@H]1CN(C)Cc1ccc(C(=O)O)cc1	2	-5
C[C@H](CO)N1C[C@H](C)[C@@H](CN(C)Cc2ccc(-c3ccccc3)cc2)Oc2c(NC(=O)c3ccc(-c4nccs4)cc3)cccc2C1=O	-29	81*
C[C@@H]1CCCCO[C@@H](CN(C)C(=O)C2CCCCC2)[C@@H](C)CN([C@H](C)CO)C(=O)c2cc(NS(=O)(=O)c3cccs3)ccc2O1	2	6
C[C@H](CO)N1C[C@H](C)[C@H](CN(C)Cc2ccc(Oc3ccccc3)cc2)Oc2c(NC(=O)Nc3ccc4c(c3)OCO4)cccc2C1=O	-46	78*
C[C@@H]1CN([C@H](C)CO)C(=O)CCCn2cc(nn2)CO[C@@H]1CN(C)C(=O)Nc1ccc(F)cc1	.	-24
Cc1ccc(S(=O)(=O)N(C)C[C@H]2Oc3c(NS(=O)(=O)c4ccccc4)cccc3C(=O)N([C@@H](C)CO)C[C@@H]2C)cc1	3	11
C[C@@H]1CN([C@H](C)CO)C(=O)c2cc(NC(=O)c3ccncc3)ccc2O[C@@H]1CN(C)Cc1ccccc1	4	3
C[C@@H]1CN([C@@H](C)CO)C(=O)c2cccc(NS(=O)(=O)c3cccs3)c2O[C@@H]1CN(C)C(=O)Nc1ccc2c(c1)OCO2	7	0
C[C@@H]1CN([C@@H](C)CO)C(=O)c2cc(NC(=O)Nc3ccc(C(F)(F)F)cc3)ccc2O[C@@H]1CN(C)Cc1ccc(-c2ccccc2)cc1	-34	64*
C[C@H](CO)N1C[C@H](C)[C@H](CN(C)Cc2ccncc2)Oc2c(NC(=O)c3cnccn3)cccc2C1=O	-2	-11
C[C@@H]1CN([C@@H](C)CO)C(=O)c2cccc(NC(=O)c3cnccn3)c2O[C@@H]1CN(C)Cc1ccc(C(=O)O)cc1	3	-24
COc1ccc(S(=O)(=O)Nc2cccc3c2O[C@H](CN(C)C)[C@@H](C)CN([C@@H](C)CO)C3=O)cc1	7	-22
C[C@H]1CN([C@@H](C)CO)C(=O)Cc2cc(NC(=O)NC3CCCCC3)ccc2O[C@@H]1CN(C)C	6	-11

Given in CSV form: part of the list above.
canonical_smiles,INS-1E rescue,T cruzi intra
Cc1ccc(S(=O)(=O)N(C)C[C@@H]2Oc3ccc(NC(=O)c4ccncc4)cc3C(=O)N([C@@H](C)CO)C[C@@H]2C)cc1,.,-10
Cc1noc(C)c1NC(=O)Nc1ccc2c(c1)C(=O)N([C@@H](C)CO)C[C@@H](C)[C@@H](CN(C)S(=O)(=O)c1ccc(Cl)cc1)O2,0,7
C[C@H](CO)N1C[C@H](C)[C@H](CN(C)Cc2ccccc2)Oc2c(NC(=O)c3ccncc3)cccc2C1=O,-1,81*
C[C@H]1CN([C@@H](C)CO)C(=O)CCCn2cc(nn2)CO[C@@H]1CN(C)C(=O)Nc1cccc(C(F)(F)F)c1,.,-1
O=C(CCCCC(=O)N/N=C/c1c(O)ccc2ccccc12)NO,132*,-4
C[C@H]1CN([C@@H](C)CO)C(=O)c2cccc(NC(=O)Nc3cccc4ccccc34)c2O[C@@H]1CN(C)C(=O)Nc1ccccc1,0,45
C[C@@H]1CN([C@@H](C)CO)C(=O)c2cc(NC(=O)Cc3ccccc3)ccc2O[C@H]1CN(C)C(=O)Nc1ccc(F)cc1,3,11
C[C@H]1CN([C@@H](C)CO)C(=O)Cc2cc(NC(=O)Nc3ccccc3)ccc2O[C@@H]1CN(C)S(=O)(=O)c1cccs1,5,-9
Cc1noc(C)c1NC(=O)N(C)C[C@@H]1Oc2ccc(NC(=O)Nc3ccc(F)cc3)cc2C(=O)N([C@H](C)CO)C[C@@H]1C,-2,-30
C[C@@H]1CN([C@@H](C)CO)C(=O)Cc2cc(NC(=O)C3CCCCC3)ccc2O[C@@H]1CN(C)Cc1ccc(C(=O)O)cc1,2,-5

Later entries.
SMILES	INS-1E rescue	T cruzi intra
C[C@H]1CN([C@@H](C)CO)C(=O)c2cccc(NC(=O)c3cnccn3)c2O[C@@H]1CN(C)Cc1ccc2c(c1)OCO2	-4	-1
Cc1ccc(S(=O)(=O)N(C)C[C@@H]2Oc3ccc(NS(=O)(=O)c4cccs4)cc3CC(=O)N([C@@H](C)CO)C[C@@H]2C)cc1	-4	18
COc1ccc(CN(C)C[C@H]2Oc3ccc(NC(=O)CCC(F)(F)F)cc3C(=O)N([C@@H](C)CO)C[C@@H]2C)cc1	-10	-14
C[C@@H]1CN([C@@H](C)CO)C(=O)c2cccc(NC(=O)NC3CCCCC3)c2O[C@@H]1CN(C)S(=O)(=O)c1cccs1	0	-8
C[C@@H]1CN([C@@H](C)CO)C(=O)Cc2cc(NC(=O)Cc3ccccc3)ccc2O[C@@H]1CN(C)C(=O)Nc1ccccc1	12	-7
C[C@@H]1CN([C@@H](C)CO)C(=O)c2cccc(NS(=O)(=O)c3cn(C)cn3)c2O[C@@H]1CN(C)C(=O)Nc1ccccc1	6	-5
COc1ccc(NC(=O)Nc2ccc3c(c2)C(=O)N([C@H](C)CO)C[C@H](C)[C@H](CN(C)S(=O)(=O)c2cn(C)cn2)O3)cc1	4	-1
COc1ccc(C#Cc2cnc3c(c2)C(=O)N([C@H](C)CO)C[C@H](C)[C@H](CN(C)S(=O)(=O)c2ccc(C#N)cc2)O3)cc1OC	.	32
C[C@@H]1CN([C@H](C)CO)C(=O)CCCn2nncc2CO[C@H]1CN(C)C(=O)OCc1ccccc1	.	1
Cc1ccccc1/C=N/NC(=O)c1cccc(C(=O)NO)c1	-3	-20
C[C@H](CO)N1C[C@H](C)[C@H](CN(C)Cc2ccc(C(F)(F)F)cc2)Oc2c(NS(=O)(=O)c3ccccc3)cccc2C1=O	-18	24
Cc1noc(C)c1NC(=O)N(C)C[C@@H]1Oc2c(NC(=O)Nc3ccc4c(c3)OCO4)cccc2C(=O)N([C@@H](C)CO)C[C@H]1C	4	-18
C[C@H](CO)N1C[C@H](C)[C@H](CN(C)S(=O)(=O)c2cccs2)Oc2ccc(NS(=O)(=O)c3ccc(Cl)cc3)cc2CC1=O	5	-17
O=C(NO)c1cccc(C(=O)N/N=C/c2cccc(OCCO)c2)c1	-2	-9
C[C@@H]1CN([C@@H](C)CO)C(=O)c2cc(NC(=O)Nc3ccc4c(c3)OCO4)ccc2O[C@H]1CN(C)Cc1ccncc1	0	-6
COC(=O)CCCCCCC(=O)N/N=C/[C@H](O)[C@@H](O)[C@H](O)CO	-5	-4
C[C@H]1CN([C@@H](C)CO)C(=O)c2cc(NC(=O)Cc3ccccc3)ccc2O[C@H]1CN(C)C	.	-3
Cc1noc(C)c1S(=O)(=O)Nc1cccc2c1O[C@H](CN(C)S(=O)(=O)c1ccc(Cl)cc1)[C@H](C)CN([C@@H](C)CO)C2=O	-2	25
Cc1noc(C)c1NC(=O)N(C)C[C@H]1Oc2ccc(NC(=O)Nc3ccc(C(F)(F)F)cc3)cc2CC(=O)N([C@@H](C)CO)C[C@@H]1C	-7	-5
COc1ccc(S(=O)(=O)N(C)C[C@@H]2Oc3ncc(-c4ccccc4)cc3C(=O)N([C@H](C)CO)C[C@@H]2C)cc1	.	22
Cc1noc(C)c1NC(=O)N(C)C[C@H]1Oc2ccc(NC(=O)Nc3ccc4c(c3)OCO4)cc2C(=O)N([C@@H](C)CO)C[C@@H]1C	1	-7
Cc1ccc(S(=O)(=O)N(C)C[C@H]2Oc3ccc(NC(=O)Nc4c(C)noc4C)cc3CC(=O)N([C@@H](C)CO)C[C@H]2C)cc1	-1	-1
Cc1noc(C)c1S(=O)(=O)Nc1ccc2c(c1)C(=O)N([C@@H](C)CO)C[C@H](C)[C@@H](CN(C)Cc1ccc(Cl)c(Cl)c1)O2	-15	66*

A portion of the library. The share of hits here may be higher or lower than overall.
